# Kir21 inh: blocks the mouse Kir2.1 inward-rectifier potassium channel. hit rate 0.85% among 310,000. B-score at 10 µM. P35561. HEK293-Kir2.1, FluxOR thallium flux fluorescence; active compounds read low. AID 1672;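 active = fluorescence ratio B-score at or below minus 3 SD of library scores, with starting-brightness B-score within 2 SD, cut at about -4.2 in these data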;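 note: channel flux triggered by added potassium and thallium sulfate stimulus; B-score of peak minus minimum fluorescence over baseline after thallium stimulus; more negative B-score means stronger Kir2.1 block with less thallium influx; some compounds called inactive have numbers as strong as hits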
# Target sequence (P35561 whole entry, looked up): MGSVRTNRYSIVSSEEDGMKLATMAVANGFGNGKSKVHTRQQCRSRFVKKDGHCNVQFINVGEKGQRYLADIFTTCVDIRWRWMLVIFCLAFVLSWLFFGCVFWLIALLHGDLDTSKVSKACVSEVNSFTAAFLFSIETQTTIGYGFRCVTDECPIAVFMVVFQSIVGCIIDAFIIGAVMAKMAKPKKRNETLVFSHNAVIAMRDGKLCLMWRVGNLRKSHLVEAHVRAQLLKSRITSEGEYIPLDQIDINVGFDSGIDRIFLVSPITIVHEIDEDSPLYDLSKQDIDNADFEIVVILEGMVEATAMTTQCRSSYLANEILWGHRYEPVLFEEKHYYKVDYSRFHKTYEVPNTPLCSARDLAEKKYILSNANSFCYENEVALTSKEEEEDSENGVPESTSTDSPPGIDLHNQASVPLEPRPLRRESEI
# CHT inh: inhibits the human high affinity choline transporter; Q9GZV3; CHT-expressing cells, membrane potential dye, choline response; active compounds read low; B-score at 10 µM; hit rate 0.86% among 310,000; AID 488975;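 active = B-score over 3 SD under the library average, and starting fluorescence ratio not unusually high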;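 note: choline stimulus applied at its EC90 after an EC20 pre-addition; B-score computed on integrated fluorescence ratio after choline addition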
# Target sequence (Q9GZV3 whole entry, looked up): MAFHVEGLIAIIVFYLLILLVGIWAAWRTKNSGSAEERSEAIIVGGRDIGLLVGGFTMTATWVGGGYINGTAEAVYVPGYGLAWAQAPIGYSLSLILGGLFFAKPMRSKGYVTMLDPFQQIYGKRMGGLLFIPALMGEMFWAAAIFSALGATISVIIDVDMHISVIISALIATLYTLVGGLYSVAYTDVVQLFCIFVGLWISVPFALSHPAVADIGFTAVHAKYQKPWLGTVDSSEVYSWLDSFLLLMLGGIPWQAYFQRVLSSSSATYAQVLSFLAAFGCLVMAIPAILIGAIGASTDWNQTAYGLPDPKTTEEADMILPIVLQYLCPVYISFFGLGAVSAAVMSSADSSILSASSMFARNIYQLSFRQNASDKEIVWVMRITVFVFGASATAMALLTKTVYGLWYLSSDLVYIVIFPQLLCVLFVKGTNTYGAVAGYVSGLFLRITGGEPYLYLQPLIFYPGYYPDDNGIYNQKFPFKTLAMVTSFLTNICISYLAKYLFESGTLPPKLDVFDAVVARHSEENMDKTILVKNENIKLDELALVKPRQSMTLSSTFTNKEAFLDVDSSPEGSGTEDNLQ
# An asterisk follows results filed as active; i = inactive; nt = no result given.
entry	compound	Kir21 inh	CHT inh
1	Cc1ccc(C(=O)Nc2cccc(C(=O)O)c2)cc1S(=O)(=O)N1CCCCC1	nt	i
2	Fc1cc(F)c2nc(Nc3nc4cc5c(cc4s3)OCO5)sc2c1	1.7	i
3	O=C(COC(=O)CNC(=O)c1sc2ccccc2c1Cl)Nc1cc(Cl)cc(Cl)c1	-0.28	i
4	O=C(CCCc1ccccc1)c1ccc2c(c1)OCCO2	-0.55	i
5	COc1cc(OC)cc(OCC(O)Cn2ccnc2)c1 (stereo not given)	-0.83	i
6	Fc1cccc(-c2oncc2-c2nnnn2-c2ccc(Cl)cc2)c1	0.06	i
7	CC(C)NC(=S)NC(=O)/C=C/c1ccc(F)cc1	0.41	i
8	COc1ccc(OCC(=O)NCC(c2cccs2)N2CCOCC2)cc1 (stereo not given)	-0.81	i
9	COc1ccccc1NC(=O)c1ccccc1Nc1ccccc1	-0.51	i
10	COc1ccccc1CNC(=O)CCCNC(=O)c1ccc(Cl)cc1	-0.03	i
11	O=C(CSc1nnc(-c2ccccn2)n1Cc1ccco1)c1ccccc1	-0.09	i
12	Cn1ccsc1=NC(=O)c1ccc(OC(F)(F)F)cc1	-0.14	i
13	O=S(=O)(NCc1ccco1)N1CCOCC1	-0.12	i
14	S=C(Nc1ccccc1)N1CCC(Cc2ccccc2)CC1	0.81	i
15	COC(=O)c1ccccc1NC(=O)c1ccc(COc2ccc(C)c(C)c2)o1	0.23	i
16	CCOCCCN(C(=O)c1ccco1)C(C(=O)NC1CCCC1)c1cccc(OC)c1OC (stereo not given)	-0.47	nt
17	CSc1ncccc1C(=O)OCC(=O)c1cc2ccccc2o1	-0.06	i
18	Cc1cc(C(=O)Nc2ccncc2)c2ccccc2n1	0.12	i
19	O=C(/C=C/c1ccncc1)c1cc(Cl)ccc1O	0.27	i
20	O=C(NCCc1ccccc1)C(c1ccccc1)N(C(=O)c1csnn1)C1CC1 (stereo not given)	-2.1	i
21	O=P(COCCOCCOCP(=O)(c1ccccc1)c1ccccc1)(c1ccccc1)c1ccccc1	-0.19	i
22	CCN1CCN(CC(=O)Nc2cc(C)c(C)cc2[N+](=O)[O-])CC1	0.01	i
23	O=C(CSc1ccc([N+](=O)[O-])cc1)NNC(=O)c1ccccc1F	-1.4	i
24	O=C(NCCc1ccc(F)cc1)Nc1ccc([N+](=O)[O-])cc1	1.6	i
25	CN(c1ccccc1)S(=O)(=O)c1cccc(NC(=O)c2cncc(Br)c2)c1	1.6	i
26	COc1ccc(OC)c(C2C(C(C)=O)=C(O)C(=O)N2CCC(=O)O)c1 (stereo not given)	-1.6	i
27	CCS(=O)c1scc(-c2ccc(Cl)cc2)c1C#N (stereo not given)	0	i
28	CC(C)C(=O)OC1CCS(=O)(=O)c2sccc21 (stereo not given)	-1.7	i
29	COc1ccc(-c2nc(CSCC(=O)NC3CCCc4ccccc43)c(C)o2)cc1OC (stereo not given)	-2.3	i
30	COc1ccc(N(CC(=O)NC2CCCCC2)C(=O)CNC(=O)c2ccco2)cc1	1.1	i
31	CC(NC(=O)C1CCC(CNc2c(N3CCCCC3)c(=O)c2=O)CC1)c1ccccc1 (stereo not given)	-0.2	i
32	Oc1ccc(Br)cc1-c1cc(-c2ccccc2)n[nH]1	-0.18	i
33	O=C(Oc1ccccc1)N1CCCC1	0.12	i
34	COc1ccc(NC(=O)c2cc3c(=O)n(C)c4ccccc4c3n2C)cc1Cl	2.2	i
35	COc1ccc(/C(N)=N/OC(=O)CCCN2C(=O)c3ccccc3C2=O)cc1OC	-0.13	i
36	CCC(C)NC(=O)c1ccc(C2SCC(=O)N2Cc2ccccc2)cc1 (stereo not given)	-0.21	i
37	CCN(CC)CCCN1C=C2C(=O)C(C)(OC(=O)CCc3ccccc3)C(=O)C=C2C=C1c1ccc(C#N)cc1 (stereo not given)	-1.1	i
38	CCS(=O)(=O)Nc1cccc(-c2cn3c(n2)SCC3)c1	2.2	i
39	CC(=O)c1ccc2c3c(ccc(O)c13)CC2	-0.11	i
40	Cc1ccc(C(=O)O)cc1NC(=O)c1ccc(Cn2nc(C)c(Cl)c2C)o1	0	i
41	COc1cc(-c2noc(C)c2C#CC2(O)CCCCC2)cc(OC)c1OC	-0.13	i
42	O=C(c1ccccc1)c1ccc(Oc2ncccn2)cc1	-0.76	i
43	COC(=O)C(Cc1ccccc1)NC(=O)c1cc(S(=O)(=O)N(C)C)ccc1Cl (stereo not given)	0.14	i
44	COc1ccc(-c2c(C)[nH]n3c(=O)c(Cc4ccccc4)c(C)nc23)cc1	0.04	i
45	COc1ccc(-c2nc(C(N)=O)c3[nH]c(=O)n(-c4ccccc4OC)c3n2)c(OC)c1	-0.86	i
46	Cn1c(SCc2cc(=O)n3cc(Br)ccc3n2)nnc1C1COc2ccccc2O1 (stereo not given)	-1.6	i
47	Cn1cc(C(N)=O)c2ccccc21	-0.86	i
48	Cc1nccc(-c2ccc(-n3c(C)ccc3C)cc2)n1	-0.75	i
49	CCOC(=O)C1(Cc2ccc(OC)cc2)CCN(C(=O)CN2CCCCC2=O)CC1	0.03	i
50	Cc1cccc(NC(=O)c2ccc(-c3ccccc3[N+](=O)[O-])o2)c1	0.67	i
51	Cc1ccc(C(c2nnnn2Cc2cccs2)N2CCN(Cc3ccc4c(c3)OCO4)CC2)cc1 (stereo not given)	-2.2	i
52	CCC(C)(C)C1CCC2(CC1)NC(=O)N(CC(=O)Nc1cc(C(F)(F)F)ccc1N1CCOCC1)C2=O (stereo not given)	0.99	i
53	CCOC(=O)c1cn2nc(N3CCCC3)ccc2n1	0.65	i
54	Nn1c(SCc2cccc(Oc3ccccc3)c2)nnc1C(F)(F)F	-2.1	i
55	O=C(c1ccc(-n2cnnn2)cc1)N(C1CCCCC1)C1CCCCC1	-1.4	i
56	CCOc1ccc(C(=O)NCC2CCCO2)cc1 (stereo not given)	1.8	i
57	CCc1nc(Nc2ccc(NC(C)=O)cc2)c2oc3ccccc3c2n1	-0.24	i
58	COc1cc([C@@H]2CC=C(C(=O)O)[C@H](c3ccc(F)cc3)N2S(=O)(=O)c2ccc(C)cc2)cc(OC)c1OC	nt	i
59	O=C(CSc1nc2ccccc2c(=O)[nH]1)N1CCCCCC1	-1	i
60	Nc1cc(=O)[nH]c(SCC(=O)Nc2nc3ccc([N+](=O)[O-])cc3s2)n1	-2.1	i

# Next section
entry	compound	Kir21 inh	CHT inh
61	CCCCOc1ccc(C(C)NC(=O)CCS(=O)(=O)Cc2ccc(C)cc2)cc1 (stereo not given)	0.04	i
62	COC(=O)c1oc2c(c1C)C1(CCC2)SCCS1	-2.2	i
63	CC(=O)Nc1c2c(nn1-c1cccc(Cl)c1)CS(=O)C2 (stereo not given)	-0.44	i
64	Cc1nn(Cc2ccccc2Cl)c2sc(C(=O)Nc3nccs3)cc12	-0.11	i
65	CC(=O)c1c(C)[nH]c(C(=O)CSc2nnc(C3CCCCC3)n2N)c1C	0.02	i
66	COC(=O)c1cccc(NC(=O)C2COc3ccccc3O2)c1 (stereo not given)	-0.59	i
67	O=C(c1ccc2nc[nH]c2c1)N1CCc2ccccc2C1	0.53	i
68	Cc1cc(C)nc(NS(=O)(=O)c2ccc(NC(=O)C3COc4ccccc4O3)cc2)n1 (stereo not given)	-0.08	-6.4*
69	O=S1(=O)C=C(SCc2ccccc2)Nc2ccccc21	-2.3	i
70	COc1ccc(C(C)=O)cc1COC(=O)CCCN1C(=O)c2ccccc2C1=O	-0.36	i
71	O=C(NNC(=O)c1ccccc1-n1cccc1)c1ccc(Cl)cc1	0.16	i
72	O=C(NCCc1ccccc1)C1COc2ccccc2O1 (stereo not given)	-0.25	i
73	COc1ccc(NC(=O)CCc2nc(-c3ccccc3F)no2)cc1	0	i
74	Cc1c(C)n(CC(O)CN2CCOCC2)c2ccccc12 (stereo not given)	1.5	i
75	CCc1c(O)nc(SCC(=O)Nc2ccc(OC)cc2)n(C2CCCCC2)c1=O	1.2	i
76	S=c1[nH]c2ccccc2n1CCOc1ccccc1	0.12	i
77	O=C(CSc1nnc(COc2ccccc2)o1)c1ccccc1	-0.18	i
78	Cc1ccccc1NC(=O)CN(C)S(=O)(=O)c1cccs1	-0.11	i
79	O=C(CCSc1ccccc1)NCCN1CCOCC1	0.03	i
80	Cc1cc(OCc2cc(C(=O)N3CCCCCC3)no2)cc(C)c1Cl	-0.21	i
81	Cc1nn(-c2ccccc2)c2c1C1(C(=O)N(C(C)C)c3ccccc31)C(C#N)=C(N)O2 (stereo not given)	0.29	i
82	N/C(=N\OC(=O)CCCc1ccccc1)c1cccnc1	2.5	i
83	O=C(Nc1cc2ccccc2oc1=O)c1ccccc1	-0.17	i
84	Cc1ccc(S(=O)(=O)Nc2c(C)[nH]c(=O)[nH]c2=O)cc1C	-0.29	i
85	CCOC(=O)C1CCCN(C(=O)c2cc(-c3ccccc3)on2)C1 (stereo not given)	-2.7	i
86	O=C(CSc1nnnn1Cc1ccccc1)NC1CCCCC1	-0.04	i
87	CCOC(=O)c1cccc(NC(=O)CCNS(=O)(=O)c2cc(Br)cnc2N)c1	-0.2	i
88	OC(CNCc1ccco1)COc1ccccc1 (stereo not given)	-0.05	nt
89	NNS(=O)(=O)c1ccc2c(c1)Cc1cc(S(=O)(=O)NN)ccc1-2	-0.04	i
90	COC(=O)c1ccc(C2C(C#N)=C(N)Oc3cc(N)ccc32)cc1 (stereo not given)	-0.28	i
91	COc1ccc(S(=O)(=O)N2CC(=O)Nc3ccccc32)cc1F	-4.1	i
92	COc1ccc(CN(C)CC(=O)c2c(N)n(Cc3ccccc3)c(=O)n(C)c2=O)c(OC)c1	-0.01	i
93	CC1CCC(NC(=O)c2ccc(NS(=O)(=O)c3ccc4[nH]c(=O)[nH]c4c3)cc2)CC1 (stereo not given)	-0.14	i
94	Cc1nc(Cl)sc1C(=O)NC(C)c1ccc(Cl)cc1 (stereo not given)	-0.9	i
95	Cc1cccnc1CN1CCN(Cc2nc(Cc3cccc(F)c3)no2)CC1	1.1	i
96	Cc1ccc2cc(C(c3nnnn3C3CCCC3)N(Cc3ccccc3)Cc3ccco3)c(=O)[nH]c2c1 (stereo not given)	-1.8	i
97	COc1cc(C(C)=O)ccc1Oc1ncccn1	0.28	i
98	CCCC(=O)Nc1ccc2c(c1)COC2=O	1	i
99	CN(Cc1cccs1)C(=O)COC(=O)CNC(N)=O	0.53	i
100	CC(C)CC(=O)Nc1cc([N+](=O)[O-])ccc1Cl	-0.89	i
101	COC(C/C=C\[C@@H](O)[C@H](C)OCc1ccccc1)OC	1.6	i
102	CCC(CC)NC(=O)COC(=O)c1cc(SC)ccc1Cl	-2.3	i
103	CCOC(=O)C1=C(CC)Nc2ccccc2N/C1=N\S(=O)(=O)c1ccc(C(=O)OCC)cc1	-0.25	i
104	COc1ccccc1Oc1ccc(N2CC(C(=O)OCC(=O)c3ccc(F)cc3)CC2=O)cc1 (stereo not given)	0.25	nt
105	N/C(=N\OC(=O)c1csnn1)c1ccc(C(F)(F)F)cc1	-8.7	i
106	COc1ccc(C(=O)Nc2ccccc2-c2nnn(CC(=O)Nc3ccc4c(c3)OCCO4)n2)cc1	-0.34	i
107	CCCCCCCCCOC(=O)C(CC(=O)O)N1CCOCC1 (stereo not given)	-0.72	i
108	Cc1nc2ccc(S(=O)(=O)NCC(=O)N3CCOCC3)cc2s1	-0.04	i
109	CNCCOc1nc(N2CCOCC2)nc(C)c1[N+](=O)[O-]	-0.21	i
110	CC1CCCCC12NC(=O)N(Cn1nnc3ccccc3c1=O)C2=O (stereo not given)	-0.89	i
111	CCCC/C(O)=N\S(=O)(=O)c1ccc(N=NN(C)C)cc1	2.2	i
112	COc1ccc(C(=O)Nc2ccc(N3CCN(C(C)=O)CC3)cc2)cc1[N+](=O)[O-]	0.82	i
113	CSC1=NC2(CCCCC2)C2=C(CCCC2)N1	-1.3	i
114	Cc1ccc(NC(=O)c2cc(S(=O)(=O)N3CCCCC3)c[nH]2)cc1F	-0.51	i
115	CC(C)n1c(SCC(=O)N2CCCC2)nc2c1c(=O)n(C)c(=O)n2C	0.85	i
116	O=C(O)c1ccc(NC(=S)NC(=O)c2ccc(-c3ccc(Br)cc3)o2)cc1	0.88	i
117	COc1cccc(CNC(=O)CSc2ccc(-c3ccco3)nn2)c1	0.02	i
118	CC(/C=C/c1ccco1)=N\NC(=O)CNc1cccc(C)c1	-0.7	i
119	O=C1C2C3C=CC([C@@H]2C(=O)N1c1nccs1)C31CC1 (stereo not given in full)	0.02	i
120	O=C(NCc1ccc(F)cc1)C1CCCN1C(=O)Nc1ccc(F)cc1 (stereo not given)	0.67	i
121	CC(C)(C)c1ccc(-c2n[nH]c(=S)n2CC2CCCO2)cc1 (stereo not given)	0.3	i

# Of the compounds above, these contain a cyano group:
entry	compound	Kir21 inh	CHT inh
27	CCS(=O)c1scc(-c2ccc(Cl)cc2)c1C#N (stereo not given)	0	i
37	CCN(CC)CCCN1C=C2C(=O)C(C)(OC(=O)CCc3ccccc3)C(=O)C=C2C=C1c1ccc(C#N)cc1 (stereo not given)	-1.1	i
81	Cc1nn(-c2ccccc2)c2c1C1(C(=O)N(C(C)C)c3ccccc31)C(C#N)=C(N)O2 (stereo not given)	0.29	i
90	COC(=O)c1ccc(C2C(C#N)=C(N)Oc3cc(N)ccc32)cc1 (stereo not given)	-0.28	i

# Part of the list above in a different format.
94) Cc1nc(Cl)sc1C(=O)NC(C)c1ccc(Cl)cc1 (stereo not given)
  Kir21 inh = -0.9 | CHT inh = i

95) Cc1cccnc1CN1CCN(Cc2nc(Cc3cccc(F)c3)no2)CC1
  Kir21 inh = 1.1 | CHT inh = i

96) Cc1ccc2cc(C(c3nnnn3C3CCCC3)N(Cc3ccccc3)Cc3ccco3)c(=O)[nH]c2c1 (stereo not given)
  Kir21 inh = -1.8 | CHT inh = i

97) COc1cc(C(C)=O)ccc1Oc1ncccn1
  Kir21 inh = 0.28 | CHT inh = i

# Screening results as filed in PubChem.

# Compounds as they come (roughly 1.6% active in at least one column).
